Bioassay records (PubChem BioAssay)
ssDAF12 agonist = S. stercoralis DAF-12 nuclear receptor activators, primary screen, cell-based, luminescence, HEK293, GRIP1 co-expression, lit1-tk-luc; HEK293 ssDAF-12/GRIP1 lit1-tk-luc reporter; % of 3 µM dafachronic acid response; AID 652126, 2013; 370,000 compounds, 1% hits; activation, % at 6.8 µM; Nuclear hormone receptor DAF-12 (Strongyloides stercoralis);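 active = activation above the mean over all tested compounds plus 3 SD, cut at about 0.9% in these data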;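 also: 0% = DMSO-only wells and 100% = 3 µM delta7-dafachronic acid wells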
PLC-gamma1 inh = PLC-gamma1 enzyme inhibitors, primary screen, biochemical, fluorescence, purified enzyme; 370,000 compounds, 0.84% hits; AID 720700, 2013; inhibition, % at 12.2 µM; fluorogenic substrate; in the data active = inhibition above about 9.5%
ADAM17 inh = ADAM17 inhibitors, primary screen, biochemical, QFRET; Disintegrin and metalloproteinase domain-containing protein 17 (Homo sapiens), P78536; recombinant ADAM17, EDANS/DABCYL FRET peptide cleavage; inhibition, % at 6.95 µM; 370,000 compounds, 0.83% hits; AID 720648, 2013;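 active = inhibition above the mean of compounds lying between control limits plus 3 SD, set per campaign, cut at about 8.5% in these data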;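 also: 0% = DMSO-only wells as the low control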
PLCb3 inh = human PLC-beta3 inhibitors, primary screen, biochemical, fluorescence | Purified PLC-beta3, fluorogenic substrate | inhibition, % at 12.2 µM | 370,000 compounds, 0.18% hits | AID 720704, 2013; in the data active = inhibition above about 11%;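 also: 0% = median of compound wells on plate and 100% = full blocker control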
Target sequence (Q01970 whole entry, looked up): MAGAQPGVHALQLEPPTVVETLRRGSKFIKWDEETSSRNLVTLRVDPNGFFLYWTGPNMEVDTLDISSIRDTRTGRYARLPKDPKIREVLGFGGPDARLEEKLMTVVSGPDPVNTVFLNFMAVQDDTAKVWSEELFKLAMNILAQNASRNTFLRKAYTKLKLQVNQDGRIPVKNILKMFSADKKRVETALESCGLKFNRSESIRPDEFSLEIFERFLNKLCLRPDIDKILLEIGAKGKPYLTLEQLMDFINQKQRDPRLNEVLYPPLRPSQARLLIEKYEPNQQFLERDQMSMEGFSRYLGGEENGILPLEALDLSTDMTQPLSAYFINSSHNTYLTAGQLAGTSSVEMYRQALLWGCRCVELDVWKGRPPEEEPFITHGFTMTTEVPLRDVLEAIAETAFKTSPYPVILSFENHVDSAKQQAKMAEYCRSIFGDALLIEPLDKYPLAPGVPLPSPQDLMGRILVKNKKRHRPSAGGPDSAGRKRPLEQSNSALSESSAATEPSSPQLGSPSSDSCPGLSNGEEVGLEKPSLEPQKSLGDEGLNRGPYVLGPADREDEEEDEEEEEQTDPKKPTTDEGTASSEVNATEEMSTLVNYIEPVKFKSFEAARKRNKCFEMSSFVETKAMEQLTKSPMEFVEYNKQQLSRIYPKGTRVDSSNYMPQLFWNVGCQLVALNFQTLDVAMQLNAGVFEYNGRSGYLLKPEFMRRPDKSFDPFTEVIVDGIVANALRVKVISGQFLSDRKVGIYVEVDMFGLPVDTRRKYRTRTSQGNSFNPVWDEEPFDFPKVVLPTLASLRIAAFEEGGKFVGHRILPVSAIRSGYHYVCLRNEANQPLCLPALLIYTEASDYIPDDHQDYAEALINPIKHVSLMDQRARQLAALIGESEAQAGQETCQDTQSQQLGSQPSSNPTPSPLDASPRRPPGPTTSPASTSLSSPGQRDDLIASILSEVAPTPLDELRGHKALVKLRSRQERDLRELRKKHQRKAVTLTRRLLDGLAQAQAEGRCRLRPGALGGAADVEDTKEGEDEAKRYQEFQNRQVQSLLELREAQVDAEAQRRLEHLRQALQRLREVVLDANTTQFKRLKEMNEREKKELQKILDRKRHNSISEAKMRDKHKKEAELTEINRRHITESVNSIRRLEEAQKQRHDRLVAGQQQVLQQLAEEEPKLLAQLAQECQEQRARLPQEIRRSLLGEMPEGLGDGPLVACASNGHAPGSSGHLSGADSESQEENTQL
hgDAF12 agonist = H. glycines DAF-12 receptor agonists, primary screen, cell-based, luminescence, HEK293, GAL4 fusion, UAS-luciferase | Nuclear hormone receptor DAF-12 (Heterodera glycines), GAL4 fusion | HEK293 GAL4-hgDAF12 UAS-luciferase reporter, agonist luminescence; normalized to butyrate control | activation, % at 6.8 µM | 370,000 compounds, 1.8% hits;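 active = activation above a cutoff set at the mean of all screened compounds plus 3 SD, cut at about 10% in these data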;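 also: 0% = DMSO wells and 100% = sodium butyrate wells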
DAX1 inh-1 = DAX1 (NR0B1) inhibitors, primary screen, cell-based, HEK293, Gal4-DAX1, luciferase luminescence; Nuclear receptor subfamily 0 group B member 1 (Homo sapiens), P51843; HEK293 Gal4-DAX1 luciferase reporter; inhibition, % at 6.75 µM; 340,000 compounds, 0.99% hits; AID 504766, 2011;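 active = inhibition above the mean over all tested compounds plus 3 SD, cut at about 4.2% in these data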;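 also: 0% = DAX1-transfected cells with DMSO and 100% = empty-vector control cells with DMSO; inhibition shows as a rise in luminescence from relieved DAX1 repression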
DAX1 inh-2 = DAX1 (NR0B1) inhibitors on StAR promoter, primary screen, cell-based, luminescence, SF-1 (NR5A1), full-length DAX-1; inhibition, % at 6.8 µM; HEK293T StAR-luciferase reporter, SF-1/DAX-1 repression relief; 370,000 compounds, 1.1% hits; AID 652010, 2013;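 active = inhibition above the mean over all tested compounds plus 3 SD, cut at about 3.6% in these data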;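 also: 0% = DAX-1 cells with DMSO and 100% = cells lacking DAX-1 with DMSO; higher inhibition means more luminescence from relief of DAX-1 repression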
MBD2 inh = inhibitors of MBD2 binding to methylated DNA, primary screen, biochemical, TR-FRET, DNA-binding domain, human; Methyl-CpG-binding domain protein 2 (Homo sapiens), Q9UBB5; MBD2 binding to methylated oligonucleotide; inhibition, % at 4.4 µM; 370,000 compounds, 0.31% hits; AID 686964, 2013; in the data active = inhibition above about 13%
hcDAF12 agonist = H. contortus DAF-12 nuclear receptor activators, primary screen, cell-based, luminescence, HEK293, lit1-tk-luc reporter; HEK293 hcDAF-12 lit1-tk-luc reporter; 0% DMSO, 100% Δ7-dafachronic acid; activation, % at 6.8 µM; 370,000 compounds, 1.4% hits; AID 652067, 2013;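 active = activation above the mean of all tested compounds plus 3 SD, cut at about 5.5% in these data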;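 also: 100% = response to 3 µM Δ7-dafachronic acid high control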
Rev-erbA mod = modulators of Rev-erb alpha DNA binding, primary screen, biochemical, FITC-DNA, fluorescence polarization, uHTS. AID 1259318, 2017. activity, % at 10 µM. 370,000 compounds, 0.79% hits. Rev-erbα–FITC-DNA binding, 90 min. Nuclear receptor subfamily 1 group D member 1 (Homo sapiens), P20393;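 active = activity above about 14%, limit read from the data; passing the limit was not always enough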;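 also: 0% = DMSO wells with 35 nM protein and 100% = DMSO wells with 750 nM protein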
SMARCA2 act = SMARCA2 (BRM) function activators, primary screen, cell-based, luminescence, high throughput; MG213 cells, MMTV-luciferase reporter, dexamethasone, overnight; activation, % at 9.1 µM; 370,000 compounds, 1% hits; AID 652017, 2013; in the data active = activation above about 7.8%;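 also: 0% = vehicle wells and 100% = reference activator wells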
The depositor's hits bear a star; . = no result given.

SMILES	ssDAF12 agonist	PLC-gamma1 inh	ADAM17 inh	PLCb3 inh	hgDAF12 agonist	DAX1 inh-1	DAX1 inh-2	MBD2 inh	hcDAF12 agonist	Rev-erbA mod	SMARCA2 act
CSCCC(NC(=O)c1ccc([N+](=O)[O-])cc1Cl)C(=O)OCC(=O)NCCCc1ccccc1 (stereo not drawn)	-1.3	1.8	3.8	-1.3	-2.0	0.2	0.1	2.4	-0.8	5.3	1.1
NC(=NC1CCCCC1)NS(=O)(=O)c1ccccc1	-1.0	1.5	4.7	-1.1	-2.4	-0.7	-0.4	0.5	0.3	0.6	-1.1
CC(NCC1COc2ccccc2O1)C1COc2ccccc2O1 (stereo not drawn)	-0.6	-1.6	-2.9	-2.6	-2.7	1.6	0.0	2.0	-2.2	2.0	-1.7
CCCCNC(=O)c1ccc(-n2c(=S)[nH]c3ccccc3c2=O)cc1	-1.3	-1.4	-6.5	-2.9	0.6	-0.8	-0.7	3.3	0.5	-2.4	-4.2
CSCCC(NC(=O)c1ccc([N+](=O)[O-])cc1Cl)C(=O)OCC(=O)NCC(F)(F)F (stereo not drawn)	-1.6	4.1	0.9	-0.5	-0.3	-1.2	0.0	2.6	-0.7	4.4	-3.6
CCCCC(CC)CNC(=O)CN(C)S(=O)(=O)c1cccc2nsnc12 (stereo not drawn)	-1.3	0.0	-0.3	-0.5	-2.6	-1.1	-0.9	-2.8	-3.0	-5.3	2.5
O=C1CSC(c2ccccc2F)N1c1ccccc1F (stereo not drawn)	-1.0	-0.1	-2.7	-4.4	0.5	-0.1	0.5	0.1	-1.1	0.7	0.0
Cc1ccccc1CN1CCCC(C(=O)N2CCCCC2)C1 (stereo not drawn)	-0.6	-0.7	-7.3	-4.3	0.8	-0.4	1.1	3.3	-1.5	3.2	-0.7
COCCCN1C(=O)C(=O)/C(=C(/O)c2ccc(S(=O)(=O)N3CCCCC3)cc2)C1c1ccc(OC)cc1 (stereo not drawn)	-1.0	1.0	0.9	-4.0	0.9	0.9	0.1	-1.1	1.4	-4.3	-1.6
O=C(CN1C(=O)c2ccccc2S1(=O)=O)N1CCN(Cc2ccc3c(c2)OCO3)CC1	-1.7	9.7*	0.4	1.0	0.8	-0.5	-0.9	1.9	-1.2	-2.9	-2.4
CCOC(=O)c1c(C)[nH]c(C(=O)OCC(=O)N(CC)c2c(N)n(Cc3ccccc3)c(=O)[nH]c2=O)c1C	-1.6	-4.3	-2.0	-9.8	2.8	2.0	-0.4	-3.1	-1.4	-5.4	-2.1
COc1cccc(Nc2n[nH]c(=S)s2)c1	-0.7	2.1	1.4	1.6	1.8	0.6	1.0	-0.3	3.4	-4.5	-1.6
Cc1noc(C)c1COc1ccc(CC(=O)NCc2ccccc2)cc1	-0.1	-3.5	0.5	-2.1	-1.9	0.3	-1.1	5.1	0.0	4.0	0.5
CCn1c(SCC(=O)NC(C)(C)C)nc(O)cc1=O	-1.1	0.9	-2.6	3.3	0.8	0.6	-0.4	-1.9	-0.6	-1.1	-0.1
CCOC(=O)C(NCCc1ccccc1F)(NC(C)=O)C(F)(F)F (stereo not drawn)	-1.1	-0.7	-1.6	5.1	-0.2	-1.1	0.0	2.8	0.4	-2.5	0.3
CC1CCN(c2cc(N(C)CCO)c([N+](=O)[O-])c3nonc23)CC1	-1.7	1.6	6.5	2.3	3.0	-0.9	-0.8	-19.1	-1.5	0.4	0.9
CCOc1ccc(C2NC(=O)C(C#N)=C(S)N2c2cccc(C)c2)cc1OC (stereo not drawn)	-1.6	-5.7	-3.8	-1.8	1.9	-1.2	-0.5	0.1	0.0	-6.9	-1.3
Cc1cc2occ(CC(=O)NC3(C)CCS(=O)(=O)C3)c2cc1C (stereo not drawn)	-0.5	-0.5	2.9	-5.5	-2.6	3.7	-0.8	3.5	-1.9	-6.4	-2.3
COc1ccc(N2CCN(C(CNC(=O)c3cccc(Cl)c3)c3cccnc3)CC2)cc1 (stereo not drawn)	-1.9	1.5	0.8	0.6	-0.7	-0.3	-0.5	2.7	-2.0	-5.5	-0.6
COc1cc(C(=O)NCC(C)C)cc(OC)c1OC	-1.4	0.0	-1.6	2.6	0.8	1.1	-0.4	-4.7	-1.4	-1.0	-1.0
CCOCCn1c(CN2CCN(C(=O)c3ccco3)CC2)nc2c1c(=O)n(C)c(=O)n2C	-1.7	-0.1	3.0	-2.4	-0.6	0.0	-0.2	3.9	4.5	1.6	-0.7
NC(=O)c1cc([N+](=O)[O-])ccc1NCc1ccc(C(=O)O)cc1	-1.7	-7.6	0.0	-11.6	1.5	-0.1	-0.3	0.5	-0.1	-2.0	0.0
Cc1nn(Cc2ccccc2)c(Cl)c1C(=O)NCCc1ccc(Cl)cc1	-0.9	-2.8	0.0	-3.0	3.7	0.0	-0.1	2.3	-0.8	5.5	0.7
O=C(CO/N=C/c1ccccc1OC(F)F)N1CCc2ccccc21	-1.0	1.8	0.3	-0.2	2.7	1.6	0.3	-2.7	6.5*	0.8	0.1
Cc1nccn1CC(=O)N/N=C/c1c[nH]c2ccccc12	-0.9	1.8	-5.2	2.8	2.5	2.1	-0.1	4.4	8.3*	1.4	-1.5
Cc1cccc(-c2cccc(NC(=O)C3CCCN(C(=O)c4cccnc4)C3)c2)c1 (stereo not drawn)	-1.3	0.9	1.1	-7.0	-2.1	-1.1	-0.2	10.6	-1.2	-1.9	-0.9
CC(C)NC(=O)COc1coc(CN2CCN(C(=O)c3ccco3)CC2)cc1=O	-1.1	2.1	-2.1	-6.7	-2.0	0.5	-1.1	0.0	-1.2	-3.6	-2.2
CCN(CC)CCNC(=O)c1ccc(NC(=O)c2ccc(S(=O)(=O)N3CCCC3)cc2)cc1	-1.9	1.7	0.7	-2.1	-1.6	1.1	0.2	-6.4	-3.2	6.4	-0.4
O=C(Nc1ccc(Cl)cc1)NC1CCCCC1	-0.9	-1.3	-5.6	-0.8	9.7	1.6	1.7	-1.9	2.5	3.8	2.1
CCOC1CCCc2oc(-c3ccc(OC)cc3)c(C#CCCO)c21 (stereo not drawn)	-0.8	-75.7	-100.2	-93.0	0.5	.	0.5	-0.8	-1.8	-3.9	1.2
CC1CCC(NC(=O)C2c3ccccc3C(=O)N2Cc2cccs2)CC1 (stereo not drawn)	-1.3	3.6	-1.7	4.7	-1.2	0.8	-0.7	-0.5	1.4	1.6	-0.4
CCOC(=O)c1c(C)n(C)c2ccc(OCCN(C)C)cc12	-1.1	2.0	-2.7	1.1	1.7	2.7	1.8	0.1	-0.5	-0.8	0.7
CCn1c(Cc2ccccc2)nnc1SCC(=O)c1c(N)n(C2CC2)c(=O)[nH]c1=O	-0.5	-1.1	0.6	-7.1	3.3	1.7	0.4	-3.9	-1.8	-1.4	-0.7
O=C(c1cccc(F)c1)N1CCN(C(=O)C(c2ccccc2)c2ccccc2)CC1	-0.5	3.4	1.2	2.6	-2.0	-1.6	-0.1	-2.1	-2.1	0.0	-0.3
Cc1ccc(/C=N/NC(=O)COc2ccc(Cl)c(C)c2)o1	-1.0	-1.2	-1.9	-10.6	3.9	-0.4	-0.4	4.0	-1.5	2.4	-2.3
COC(=O)c1cc2c(s1)-c1ccccc1CC2	0.3	-30.3	-112.7	-33.9	3.5	1.4	0.5	-2.6	4.5	0.1	-0.9
Cc1csc(NC(=O)c2ccc(COc3cccc(F)c3)o2)n1	-0.8	-8.2	-7.4	-23.6	8.7	.	1.7	-0.5	0.7	-2.4	0.7
CN1CCN(c2cc(C(F)(F)F)nc(-c3ccccn3)n2)CC1	-0.8	-2.1	-2.6	-0.3	-0.2	1.3	0.1	1.8	-1.2	0.1	3.1
OC1C2CN3CCN(C2)CC1(Cc1ccccc1)C3 (stereo not drawn)	0.3	0.9	1.4	2.5	0.3	0.4	0.4	-4.8	-0.2	5.3	1.5
N=C1C(c2nc(-c3ccc(Br)cc3)cs2)=C(O)CN1NC(=O)c1ccc([N+](=O)[O-])cc1	-0.9	8.3	0.4	6.2	4.3	0.3	-0.4	-3.0	-0.8	-2.2	-1.9
CCCc1nc2nc(C)c(NS(=O)(=O)c3ccc(C4CCCCC4)cc3)c(=O)n2[nH]1	-0.5	-0.3	1.3	-3.9	-2.0	0.9	0.1	-1.9	-0.3	-2.5	-3.6
CC1(C)C[C@H]2C3=CCC4[C@@]5(C)CC[C@H](O)C(C)(C)C5CC[C@@]4(C)[C@]3(C)[C@@H](O)[C@@H](O)[C@@]2(CO)[C@@H](O)[C@@H]1O (stereo partly drawn)	-1.1	1.9	-5.9	0.0	2.0	-0.4	-0.2	-3.0	-0.7	1.9	1.1
Cc1cc(C)c(S(=O)(=O)N2CCOC2CNC(=O)C(=O)NCCc2c[nH]c3ccccc23)c(C)c1 (stereo not drawn)	-1.1	1.9	1.8	3.1	5.0	0.1	0.2	-6.5	-0.1	0.8	0.3
CC1(C)C([N+](=O)[O-])C(c2ccc(Cl)cc2)NC(c2ccc(Cl)cc2)C1[N+](=O)[O-] (stereo not drawn)	-0.9	3.5	-1.3	3.1	-1.2	1.5	0.5	5.3	-0.3	6.5	-1.2

Molecules above containing an aryl thioether with sulfur outside any ring:
SMILES	ssDAF12 agonist	PLC-gamma1 inh	ADAM17 inh	PLCb3 inh	hgDAF12 agonist	DAX1 inh-1	DAX1 inh-2	MBD2 inh	hcDAF12 agonist	Rev-erbA mod	SMARCA2 act
CCn1c(SCC(=O)NC(C)(C)C)nc(O)cc1=O	-1.1	0.9	-2.6	3.3	0.8	0.6	-0.4	-1.9	-0.6	-1.1	-0.1
CCn1c(Cc2ccccc2)nnc1SCC(=O)c1c(N)n(C2CC2)c(=O)[nH]c1=O	-0.5	-1.1	0.6	-7.1	3.3	1.7	0.4	-3.9	-1.8	-1.4	-0.7

Rows were taken by chance; overall some 7.4% were active at least once.
